Screens (PubChem)
Tau fibril FP: qHTS for Inhibitors of Tau Fibril Formation, Fluorescence Polarization; K18 P301L tau heparin fibrillization, Alexa594 FP, 6 h; 280,000 tested, 0.39% active; Microtubule-associated protein tau (Homo sapiens), P10636; Potency, µM (highest dose often 57.7 µM), without a hit: top-dose activity, negative = inhibition, hits mostly inhibitors; also: potency is read from the fitted curve at half-maximal effect; % is scaled to controls: 0 for no effect and ±100 for the full control effect; nearly all actives have a fitted effect of over 55% in size
Target sequence (P10636 561-689 P618L limits assumed): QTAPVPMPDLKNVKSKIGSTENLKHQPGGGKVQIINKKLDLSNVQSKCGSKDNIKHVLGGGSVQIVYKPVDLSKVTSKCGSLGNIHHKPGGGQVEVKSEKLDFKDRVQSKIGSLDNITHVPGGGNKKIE
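Human K18 P301L fragment (15 uM unlabeled plus 0.24 uM Alexa 594-labeled) in 100 mM sodium acetate pH 7 with compound, aggregation induced by 20 uM heparin for 6 hr at 37 C. ThT (30 uM) added for 1 hr, then Alexa 594 FP read.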
Epigenetic derep: Quantitative High-Throughput Screen for Regulators of Epigenetic Control; murine LDR cells, GFP reporter derepression, 30 h; Potency, µM (titrated, usually from 53.9 µM), for inactives: at the top dose GFP activation, hits mostly activators; 280,000 tested, 0.2% active; AID 1865, 2009; also: potency is read from the fitted curve at half-maximal effect; % of control where 0% means no effect; nearly all actives have a fitted effect of over 60% in size
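GFP-positive cell count by laser-scanning cytometry (objects 20–120 um) after 30 h, 37 C compound exposure of murine LDR cells; reporter is CMV-GFP integrated at a silenced locus, inducible by HDAC or DNMT inhibitors.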
TRb SRC2 PPI: qHTS for Inhibitors of the Interaction of Thyroid Hormone Receptor and Steroid Receptor Coregulator 2 | Thyroid hormone receptor beta (Homo sapiens), P10828 | TRbeta-SRC2 peptide binding, fluorescence polarization; receptor liganded with 1 µM T3 | Potency, µM (highest dose often 106 µM), without a hit: at the highest dose activity change, negative = inhibition, most hits filed as inhibitors | 280,000 tested, 0.065% active | AID 1469, 2008;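 also: potency is read from the fitted curve at half-maximal effect; plate controls were bound peptide for no effect and peptide without receptor for full effect; nearly all actives have a fitted effect of over 50% in size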
Target sequence (P10828 whole entry, looked up): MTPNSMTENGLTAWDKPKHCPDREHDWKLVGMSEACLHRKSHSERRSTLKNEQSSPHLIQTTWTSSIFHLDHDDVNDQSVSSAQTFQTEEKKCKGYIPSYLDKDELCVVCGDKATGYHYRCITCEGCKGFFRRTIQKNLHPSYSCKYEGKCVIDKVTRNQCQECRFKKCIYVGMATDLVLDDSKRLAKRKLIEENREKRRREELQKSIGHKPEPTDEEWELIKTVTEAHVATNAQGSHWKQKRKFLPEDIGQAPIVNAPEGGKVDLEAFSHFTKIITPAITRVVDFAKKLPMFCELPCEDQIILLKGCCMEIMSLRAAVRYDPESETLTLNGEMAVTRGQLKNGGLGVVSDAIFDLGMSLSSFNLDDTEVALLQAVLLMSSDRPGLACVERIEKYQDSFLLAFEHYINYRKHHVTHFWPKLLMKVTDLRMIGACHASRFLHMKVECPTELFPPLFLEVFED
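TRb LBD 0.6 uM + Texas Red SRC2 peptide 20 nM, 1 uM T3, Tris buffer w/ 5% DMSO; compound pinned, 5 h RT; FP read ex 555/em 632; normalized to unbound and bound controls.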
CBFb-RUNX1 inh: qHTS Assay for Compounds Blocking the Interaction Between CBF-beta and RUNX1 for the Treatment of Acute Myeloid Leukemia | Runt-related transcription factor 1 (Homo sapiens) + Core-binding factor subunit beta … | AlphaScreen CBFb-His/RUNX1-biotin binding, biochemical | Potency, µM (doses to about 59.8 µM), for inactives: at the highest dose activity, negative = inhibition, hits mostly inhibitors | 230,000 tested, under 10 active; also: % of control where 0% means no effect
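CBF-beta (His) and RUNX1 (biotin), 30 nM each; 20 min preassociation; + compound, 15 min; + beads 50 ng each (Ni, streptavidin), 90 min; RT; AlphaScreen read.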
NPSR antag: qHTS Assay for Antagonists of the Neuropeptide S Receptor: cAMP Signal Transduction | AID 1461, 2008 | 220,000 tested, 1% active | Potency, µM (doses to about 38.3 µM), for the others: top-dose activity change, negative = inhibition, most hits filed as inhibitors | CHO-NPSR cells, cAMP TR-FRET, antagonist mode | Q6W5P4; also: potency is read from the fitted curve at half-maximal effect; % is scaled to controls: 0 for no effect and ±100 for the full control effect; nearly all actives have a fitted effect of over 50% in size; many of its hits are not listed in these tables
Target sequence (Q6W5P4 whole entry, looked up): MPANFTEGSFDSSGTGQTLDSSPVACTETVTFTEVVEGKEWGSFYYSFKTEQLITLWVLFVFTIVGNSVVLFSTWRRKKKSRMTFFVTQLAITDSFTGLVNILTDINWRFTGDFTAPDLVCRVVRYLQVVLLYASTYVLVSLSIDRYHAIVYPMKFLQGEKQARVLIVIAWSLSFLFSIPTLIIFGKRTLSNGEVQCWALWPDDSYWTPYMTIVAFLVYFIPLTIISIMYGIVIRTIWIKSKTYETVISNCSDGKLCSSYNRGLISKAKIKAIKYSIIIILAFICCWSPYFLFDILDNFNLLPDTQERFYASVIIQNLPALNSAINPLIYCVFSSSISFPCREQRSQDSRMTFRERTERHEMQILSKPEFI
Tau fluor counter: Counterscreen qHTS for Inhibitors of Tau Fibril Formation, Fluorescence Polarization. tau K18 P301L (four-repeat tau fragment) Alexa594 fluorescence, heparin fibrillization. Potency, µM (series often up to 57.7 µM), without a hit: top-dose activity change, negative = decrease. 280,000 tested, 0.93% active. AID 1463, 2008; also: potency is read from the fitted curve at half-maximal effect; % is scaled to controls: 0 for no effect and ±100 for the full control effect; nearly all actives have a fitted effect of over 55% in size
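Human K18 P301L tau (15 uM unlabeled plus 0.24 uM Alexa 594-labeled, final) in 100 mM sodium acetate pH 7 was mixed with compound and 20 uM heparin and incubated 6 hr at 37 C.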
GLA spleen mod: qHTS Assay for Inhibitors and Activators of Human alpha-Galactosidase From Spleen Homogenate; Alpha-galactosidase A (Homo sapiens), P06280; human spleen homogenate, 4MU-alpha-Gal fluorescence, 40 min; Potency, µM (series often up to 80 µM), without a hit: top-dose activity change, negative = inhibition, actives largely listed as inhibitors; 240,000 tested, 0.008% active; AID 2107, 2009;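 also: potency is read from the fitted curve at half-maximal effect; 0% = enzyme with vehicle and -100% = no enzyme basal signal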
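Human spleen homogenate (1 ug) as enzyme source, 4-methylumbelliferyl-alpha-D-galactopyranoside 1 mM final, citrate/phosphate pH 5.0 with 0.01% Tween-20. Compounds 40 min at 37C, NaOH/glycine stop; fluorescence Ex 365/Em 440, Hill-fit AC50.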
TR SRC2 fluor cs: Total Fluorescence Counterscreen for Inhibitors of the Interaction of Thyroid Hormone Receptor and Steroid Receptor Coregulator 2; TRb/SRC2 Texas Red total fluorescence interference; Potency, µM (titrated, usually from 106 µM), for the others: top-dose fluorescence change, negative = quenching; 280,000 tested, 0.29% active; active = well fitted curve in either direction with a large enough effect; inconclusive = small, poorly fitted or top-dose-only effect; also: potency is read from the fitted curve at half-maximal effect; % is scaled to controls: 0 for no effect and ±100 for the full control effect
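Flags fluorescent or light-absorbing compounds by total fluorescence, S + 2P, at 555 nm excitation and 632 nm emission. Mixture: 20 nM Texas Red SRC2 peptide, 0.6 uM human TRb LBD, 1 uM T3, 5% DMSO; compound exposure 5 h at ambient temperature.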
Starred values were filed as active, the others as inactive; ? = inconclusive; nt = not tested or not shown; [ ] = another dose, or the depositor's remark. Unless noted, calls follow the shape of the dose curve; as a rule, active = well fitted curve in the direction sought with a large enough effect; inconclusive = small, poorly fitted or top-dose-only effect, or another doubt; inactive = no such curve, though single readings can be large; an effect the other way counts as inactive or inconclusive.

item	SMILES	Tau fibril FP	Epigenetic derep	TRb SRC2 PPI	CBFb-RUNX1 inh
1	CCc1nn(CC(=O)NCCCOC)c(=O)c2cc3occc3n12	-2%	-4.3%	-5%	nt
2	COc1ccc(-c2nc(CN3CCCC(C(=O)NC4CCCC4)C3)c(C)o2)cc1 (stereo not given)	8%	-2.9%	-17%	-5%
3	Cc1ccccc1Nc1cc(C(=O)NCC2CCCO2)c2ccccc2n1 (stereo not given)	8%	2.5%	3%	6%
4	CC1=Nc2ccccc2/C1=C\c1nc(-c2ccccc2)oc1O	?	0.0%	2%	-13%
5	CC1(C)CC2(CC(c3ccccc3F)c3cc(Cl)c(O)cc3O2)NC(=S)N1 (stereo not given)	-4%	-5.2%	-3%	-17%
6	Cc1ccc(NC(=O)CN2C(=O)c3ccccc3C2=O)nc1	4%	-0.1%	-2%	0%
7	Cc1cc(N=Cc2c(O)ccc3ccccc23)no1	?	3.5%	50µM*	-5%
8	N#CCSc1nc(-c2ccccc2)c2cc(Cl)ccc2n1	-6%	1.0%	0%	-6%
9	CCOC(=O)c1ccc(NC(=O)CCCc2nc(-c3cc(OC)c(OC)c(OC)c3)no2)cc1	-19%	8.5%	7%	nt
10	O=C(CN1C(=O)C2CCCCC2C1=O)N1CCN(c2ccc(F)cc2)CC1 (stereo not given)	-10%	2.4%	-9%	2%
11	COc1ccc(C2=C(N3CCN(c4cc(C)ccc4C)CC3)c3ccccc3C2=O)cc1	8%	7.2%	-2%	nt
12	Cc1ccc(OCC(O)CN2CCN(c3ccccc3)CC2)cc1 (stereo not given)	-9%	1.5%	-13%	-6%

item	NPSR antag	Tau fluor counter	GLA spleen mod	TR SRC2 fluor cs
1	nt	0%	nt	-1%
2	5%[46.1 µM]	-9%	10%	1%
3	2%	0%	0%	1%
4	-27%[46.1 µM]	7.9µM*[quencher]	-14%	1%
5	-7%	-26%	-2%	0%
6	-2%	-2%	-1%	1%
7	11%[46.1 µM]	?	0%	?
8	?	-16%	2%	-1%
9	nt	?	nt	-11%
10	0%	-3%	-10%	-1%
11	nt	?	nt	-2%
12	9%[7.67 µM]	-19%	4%	-2%

Later entries:
item	SMILES	Tau fibril FP	Epigenetic derep	TRb SRC2 PPI	CBFb-RUNX1 inh
13	N#C/C(=C\c1ccc(N2CCOCC2)o1)C(=O)NCCc1ccccc1	11%	-1.6%	-9%	-6%
14	CCOC(=O)CSc1nnc(CNC(=O)c2ccc(S(=O)(=O)N(C)C)cc2)n1C	4%	-6.1%	0%	14%
15	COc1ccc(-n2c(C)nn(CCOc3ccccc3)c2=O)cc1	6%	-0.3%	-3%	11%
16	CC(C)(C)C1CCC(OCC(O)CN2CCN(c3ccccc3)CC2)CC1 (stereo not given)	-2%	1.2%	-10%	-1%
17	CCn1c(SCC(=O)Nc2ccc(OC)cc2OC)nc2nc3c(cc2c1=O)COC(C)(C)C3	1%	-0.3%	3%	-2%
18	COc1ccc(CCCc2nnc(SCC(=O)N/N=C\c3ccc(O)c(OC)c3)o2)cc1C	11%	-1.6%	4%	-6%
19	Cc1nc2scc(-c3ccc(Cl)cc3)c2c(=O)n1N	5%	1.4%	-9%	-7%
20	COc1ccc(-c2nc3ccccc3o2)cc1NC(=O)c1cccnc1	-5%	3.2%	4%	nt
21	COc1ccc(CNC(=O)c2nc(Cn3nc(C)c(Br)c3C)no2)cc1OC	-3%	0.0%	-2%	nt
22	CC(=O)N1c2c(cc(Br)cc2S(=O)(=O)N2CCN(c3cccc(Cl)c3)CC2)CC1C (stereo not given)	-8%	-1.5%	10%	nt
23	O=C(NCc1csc2ccc(Cl)cc12)Nc1cccc2ccccc12	-3%	0.0%	-3%	10%
24	COC(=O)c1sccc1NC(=O)Nc1cccc(C(C)=O)c1	-19%	1.8%	5%	6%

item	NPSR antag	Tau fluor counter	GLA spleen mod	TR SRC2 fluor cs
13	-15%	-27%	-28%	-1%
14	7%	7%	-3%	0%
15	3%	7%	-10%	0%
16	-5%[46.1 µM]	-13%	-2%	-3%
17	23%	-11%	0%	-4%
18	-20%[46.1 µM]	?	8%	1%
19	6%	-6%	-3%	-2%
20	nt	-22%	nt	-1%
21	nt	-19%	nt	1%
22	nt	-23%	nt	-2%
23	-12%	-25%	2%	-2%
24	9%	-22%	9%	0%

New compounds follow:
item	SMILES	Tau fibril FP	Epigenetic derep	TRb SRC2 PPI	CBFb-RUNX1 inh
25	Cc1ccc(C2=C/C(=C/c3cccnc3)C(=O)O2)c(C)c1	?	1.0%	-5%	16%
26	Cn1c(CNC(=O)OC(C)(C)C)nnc1SCc1c(Cl)cccc1Cl	-4%	-1.1%	9%	6%
27	CCC(=O)N1CCc2cc(S(=O)(=O)CCC(=O)Nc3ccc(CC)cc3)ccc21	8%	0.0%	2%	14%
28	Cc1coc2c(C)c3oc(=O)c(CCC(=O)NCCc4ccccc4F)c(C)c3cc12	-4%	0.8%	3%	nt
29	Cc1cc(C)cc(NC(=O)c2cc(CN3CCCC3)on2)c1	6%	0.8%	-2%	nt
30	COc1cc(-c2noc(-c3cccs3)n2)cc(OC)c1OC	-4%	0.0%	-8%	7%
31	Cc1ccc(C)c(N(C)C(=O)c2cc3c(=O)[nH]c4ccc(C)cc4c3s2)c1	-14%	0.0%	-4%	-3%
32	CC1Cc2ccccc2N1C(=O)Cn1cnc2ccccc21 (stereo not given)	-3%	-0.1%	-3%	6%
33	CCN(CC)CCNc1nc(-c2ccc(OC)cc2)c(-c2ccc(OC)cc2)s1	5%	2.1%	-1%	4%
34	COc1ccc(OC)c(C(=O)/C=C/c2ccccc2C(F)(F)F)c1	-15%	1.3%	1%	3%
35	Cc1cc(C)cc(C(=O)NC(=S)Nc2ccc3c(c2)OCCO3)c1	?	0.0%	-5%	-25%
36	COc1nc(N(C)C)nc(N2CC(=O)N(CCNS(=O)(=O)c3ccc(C)cc3)C2=N)n1	-2%	-1.0%	1%	-7%

item	NPSR antag	Tau fluor counter	GLA spleen mod	TR SRC2 fluor cs
25	-13%	-11%	1%	-2%
26	-9%	-6%	-2%	4%
27	-9%[46.1 µM]	-5%	-2%	0%
28	nt	12%	nt	-1%
29	nt	7%	nt	-4%
30	-8%[46.1 µM]	-15%	-10%	-3%
31	-37%	-21%	0%	-2%
32	9%	5%	1%	-1%
33	23%	?	-4%	-6%
34	?	-13%	6%	-7%
35	4%[46.1 µM]	?	-6%	-4%
36	13%	0%	12%	0%

The list goes on, starting with the last two of the part before.
item	SMILES	Tau fibril FP	Epigenetic derep	TRb SRC2 PPI	CBFb-RUNX1 inh
35	Cc1cc(C)cc(C(=O)NC(=S)Nc2ccc3c(c2)OCCO3)c1	?	0.0%	-5%	-25%
36	COc1nc(N(C)C)nc(N2CC(=O)N(CCNS(=O)(=O)c3ccc(C)cc3)C2=N)n1	-2%	-1.0%	1%	-7%
37	O=C(CC(Cc1ccccc1)C(=O)O)NCCc1ccc2c(c1)OCO2 (stereo not given)	1%	-5.4%	-4%	4%
38	C=CCn1c(SCc2nc3sc4c(c3c(=O)[nH]2)CCCC4)nc2ccccc2c1=O	-6%	-1.3%	3%[53 µM]	-1%
39	COc1ccccc1C/C(N)=N/OC(=O)COc1cccc2ccccc12	0%	3.8%	7%	0%
40	Cc1ccc(C)c(N2CCN(S(=O)(=O)c3ccc4c(c3)oc(=O)n4C)CC2)c1	-3%	0.9%	-4%	-1%
41	CC(C)(C)OC(=O)NCCC(=O)N/N=C/c1ccc2nccnc2c1	5%	3.8%	-4%	9%
42	CCCOC(=O)c1ccc(NC(=O)C(=O)NCC2CCCO2)cc1 (stereo not given)	2%	1.3%	9%	7%
43	CC(=O)Nc1cccc(-c2nnc(SCc3ccccc3C#N)n2C)c1	-6%	-1.1%	9%	1%
44	CC(C)n1c(N2CCN(C(=O)c3cccs3)CC2)nc2ccccc21	0%	-1.0%	2%	-6%
45	O=C1c2ccccc2C(=O)N1CCn1nc(Cl)nc1Cl	-1%	-1.0%	-26%	-6%

item	NPSR antag	Tau fluor counter	GLA spleen mod	TR SRC2 fluor cs
35	4%[46.1 µM]	?	-6%	-4%
36	13%	0%	12%	0%
37	-12%[46.1 µM]	6%	10%	0%
38	6%	4%	4%	-2%[53 µM]
39	-9%[46.1 µM]	0%	-8%	-1%
40	-12%[46.1 µM]	-26%	9%	2%
41	5%	-2%	8%	-2%
42	-2%[46.1 µM]	-2%	-6%	-1%
43	-9%[46.1 µM]	-9%	4%	1%
44	-15%[46.1 µM]	-4%	4%	-5%
45	6%[46.1 µM]	-11%	1%	1%

Compound profiles, from the list above. Order of screens: Tau fibril FP	Epigenetic derep	TRb SRC2 PPI	CBFb-RUNX1 inh	NPSR antag	Tau fluor counter	GLA spleen mod	TR SRC2 fluor cs
CCCOC(=O)c1ccc(NC(=O)C(=O)NCC2CCCO2)cc1 (stereo not given) across the screens: 2%	1.3%	9%	7%	-2%[46.1 µM]	-2%	-6%	-1%
CC(C)n1c(N2CCN(C(=O)c3cccs3)CC2)nc2ccccc21 across the screens: 0%	-1.0%	2%	-6%	-15%[46.1 µM]	-4%	4%	-5%
CC(=O)Nc1cccc(-c2nnc(SCc3ccccc3C#N)n2C)c1 across the screens: -6%	-1.1%	9%	1%	-9%[46.1 µM]	-9%	4%	1%

Only part of the results is shown; rates above refer to the full screens.
